# Source: PubChem (several laboratories)
# MCL1 BIM primary: MCL1-BIM-BH3 interaction inhibition (human) | Q07820 | GST-MCL1 / FITC-Bim-BH3 fluorescence polarization | inhibition, % at 10.9 µM | 320,000 tested, 0.68% active | AID 2057;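 active means inhibition above the mean inhibition of all tested compounds plus 3 SD, set per campaign, cut at about 40% in these data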;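 further: 0% = DMSO wells and 100% = unlabeled Bim-BH3 peptide control; higher means more loss of mP so more displacement of Bim peptide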
# ZTA counter: ZTA (EBV) inhibition in EBNA-1 counter-screen. AID 2234. inhibition, % at 11 µM. P03206. 320,000 tested, 0.15% active. ZTA-DNA binding, fluorescence polarization; in the data active means inhibition above about 33%
# Target sequence (P03206 whole entry, looked up): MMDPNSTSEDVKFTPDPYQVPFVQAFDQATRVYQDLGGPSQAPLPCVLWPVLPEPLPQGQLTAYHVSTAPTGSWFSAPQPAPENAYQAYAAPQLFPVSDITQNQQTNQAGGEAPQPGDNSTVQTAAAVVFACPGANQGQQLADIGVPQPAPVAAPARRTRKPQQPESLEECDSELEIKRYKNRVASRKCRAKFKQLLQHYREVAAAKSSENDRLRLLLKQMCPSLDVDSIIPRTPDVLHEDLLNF
# Efflux pump mplx: inhibitors of Candida antifungal efflux pumps expressed in yeast | S. cerevisiae Candida pump triplex, Nile Red efflux | inhibition, % at 10 µM | 330,000 tested, 0.44% active | AID 485275;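 active means plate passing quality check with inhibition over a set limit, or well fluorescence over plate mean plus 4 SD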;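 further: Nile Red retained in pooled yeast measured as flow cytometry median fluorescence; 0% = buffer negative control and 100% = Enniatin B positive control; higher means more Nile Red kept so more efflux inhibition; some compounds called inactive have numbers as strong as hits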
# MEX-5 binding: C. elegans MEX-5 TCR-2 RNA binding activity | MEX-5/FITC-TCR2 RNA binding, fluorescence polarization; stronger effect = lower value | activity score (negative = inhibition of binding), % at 10 µM | 300,000 tested, 0.38% active | Q9XUB2;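 active means inhibition past about -25% in most replicates, and total fluorescence under double the plate's negative control median, limit read from the data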;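 further: 0% = DMSO and -100% = 5 µM competing unlabeled TCR2 RNA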
# BCLXL inh: blocks human Bcl-xL binding to Bim BH3 peptide; 320,000 tested, 0.7% active; Q07817; inhibition, % at 10.9 µM; AID 2129; GST-Bcl-xL / FITC-Bim BH3 peptide fluorescence polarization;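 active means inhibition above the mean of all tested compounds plus 3 SD, cutoff set per campaign, cut at about 30% in these data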;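 further: 0% = DMSO wells and 100% = unlabeled Bim-BH3 peptide competitor; inhibitors lower millipolarization by displacing the labeled peptide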
# Target sequence (Q07817 whole entry, looked up): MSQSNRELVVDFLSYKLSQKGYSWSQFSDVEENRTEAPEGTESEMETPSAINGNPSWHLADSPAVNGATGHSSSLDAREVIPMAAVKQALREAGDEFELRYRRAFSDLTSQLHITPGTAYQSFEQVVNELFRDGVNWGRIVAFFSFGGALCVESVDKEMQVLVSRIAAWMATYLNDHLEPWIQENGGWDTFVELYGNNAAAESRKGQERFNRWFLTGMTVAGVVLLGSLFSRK
# Fam108B counter: counter-screen for RBBP9 inhibitors: inhibitors of mouse Fam108B; AID 1947; recombinant Fam108B, FP-Rh probe fluorescence polarization; inhibition, % at 9.51 µM; 300,000 tested, 0.33% active;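 active means inhibition above the screen mean inhibition plus 3 SD, computed separately per campaign, cut at about 18% in these data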;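 further: inhibitors lower polarization as less probe binds the enzyme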
# Yeast superoxide: yeast age-related superoxide inhibition as caloric restriction mimetic. S. cerevisiae aged cells, superoxide DHE fluorescence; stronger effect = lower value. superoxide response (% of plate mean), % at 10 µM. 330,000 tested, 0.18% active;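 active means superoxide response under a set limit, about three screen SD below normal, cut at about 65% in these data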;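 further: yeast aged for seven days with compound at 30 °C before DHE staining; 100% = average MFI of all compound-treated wells on the plate with controls excluded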
# GLD-1 RNA inh: GLD-1-TGE RNA interaction inhibition (C. elegans); Q17339; purified GLD-1 + fluorescein TGE RNA, fluorescence polarization; inhibition, % at 5.96 µM; 320,000 tested, 0.44% active; AID 2280;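 active means percent inhibition above a per-plate cutoff, the plate mean of test compounds plus 3 SD, cut at about 30% in these data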;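 further: 0% = DMSO wells with GLD-1 and probe and 100% = wells lacking GLD-1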
# Target sequence (Q17339 whole entry, looked up): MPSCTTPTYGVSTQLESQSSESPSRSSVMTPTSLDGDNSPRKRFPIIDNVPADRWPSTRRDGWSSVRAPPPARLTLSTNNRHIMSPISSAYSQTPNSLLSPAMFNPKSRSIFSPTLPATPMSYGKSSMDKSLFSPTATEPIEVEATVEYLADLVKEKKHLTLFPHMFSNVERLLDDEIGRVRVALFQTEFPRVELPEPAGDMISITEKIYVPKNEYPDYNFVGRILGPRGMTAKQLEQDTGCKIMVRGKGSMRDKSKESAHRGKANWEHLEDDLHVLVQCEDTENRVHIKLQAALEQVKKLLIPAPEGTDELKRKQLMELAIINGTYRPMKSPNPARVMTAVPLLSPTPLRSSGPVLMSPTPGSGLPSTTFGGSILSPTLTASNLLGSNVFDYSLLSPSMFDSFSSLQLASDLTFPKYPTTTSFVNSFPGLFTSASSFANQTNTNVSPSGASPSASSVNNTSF
# EBNA-1 inh: blocks EBNA-1 binding to DNA | 300,000 tested, 0.34% active | EBNA-1 DNA binding, fluorescence polarization | inhibition, % at 14.8 µM; in the data active means inhibition above about 28%
# Active calls of the source: *; nt = not tested or not shown.
# Below each SMILES – MCL1 BIM primary	ZTA counter	Efflux pump mplx	MEX-5 binding	BCLXL inh	Fam108B counter	Yeast superoxide	GLD-1 RNA inh	EBNA-1 inh
1: Cc1ccccc1-c1nnc(NC(=O)CSc2nc3ccccc3s2)s1
→ -7	-7	-0.1	2.7	-2	-6	95	-1	15
2: N#CCCn1cc(C(=O)Nc2ccc([N+](=O)[O-])cc2)c(-c2cc3ccccc3o2)n1
→ 5	3	-0.4	1.0	11	-8	92	0	5
3: C=CCOc1ccc(CNCCc2ccc(S(N)(=O)=O)cc2)cc1
→ 0	2	0.0	-1.4	4	-2	88	4	-4
4: COC(=O)Cc1nnc(NC(=O)c2ccccc2)s1
→ -3	-4	0.0	-0.3	-2	-9	86	4	11
5: COc1ccc(CC(=O)N2CCC(c3ccccc3)C2)cc1 (centres undefined)
→ 4	-14	-0.3	-0.3	2	-2	94	0	3
6: O=C(c1ccc(CSc2nc3ccncc3[nH]2)cc1)N1CCN(c2cccc(Cl)c2)CC1
→ 8	-17	0.0	14	7	-1	107	-1	4
7: CC(C)(C)c1nc(CN2CCOCC2)ccc1O
→ 9	-1	0.0	-0.2	3	0	95	-5	2
8: CC(C)C[C@H](NC(=O)N1CC(=O)Nc2ccccc21)C(=O)N[C@@H](C(=O)O)c1ccccc1
→ 6	-3	0.0	-2.1	3	4	110	3	-12
9: Cc1ccc(CN(CC(=O)NC2CCCC2)C(=O)c2csnn2)cc1
→ 5	-7	0.3	0.4	3	-1	116	-1	-1
10: CC(=O)c1ccc(N2CCN(C(=O)c3ccco3)C(C)C2)c(F)c1 (centres undefined)
→ -2	-8	-0.1	-1.4	1	1	98	0	-3
11: O=C(Nc1ccccc1)Nc1ccncc1
→ 2	-2	0.1	-0.8	0	-1	98	-2	-5
12: COc1ccc(OC)c(N(CC(=O)Nc2ccc3c(c2)OCO3)S(=O)(=O)c2ccccc2)c1
→ 5	-4	0.3	-4.3	9	3	92	-2	-19
13: CCOC(=O)c1c(C2COc3ccccc3O2)csc1N (centres undefined)
→ 3	-19	1.0	-0.3	-2	0	100	3	-8
14: Cc1ccc(NC(=O)C(=O)NCc2ccncc2)cc1
→ 9	4	0.1	1.7	4	-1	106	1	8
15: CCOC(=O)N1CCN(C(=O)c2cnn3ccccc23)CC1
→ 3	8	-0.2	2.2	3	-1	96	-6	6
16: Cc1cccc(C)c1NC(=O)c1cc(S(=O)(=O)N2CCOCC2)cn1C
→ -3	0	0.0	-1.1	4	4	92	-1	-3
17: CN(C)/C=N/c1nc2nccc(-c3ccccc3)n2n1
→ 1	4	0.0	-1.3	-1	1	94	9	3
18: CCOC(=O)c1ccc(N=Cc2nc(-c3ccccc3)oc2OC(C)=O)cc1
→ 1	4	-0.1	-0.5	7	5	101	3	-6
19: CCc1ccc2oc(=O)cc(CN3CCC(C)CC3)c2c1
→ 0	-28	-0.1	-1.3	3	-4	101	8	-6
20: COC(=O)Cn1c(=NC(=O)C(C)(C)C)sc2c(C)cc(C)cc21
→ -1	-6	-0.1	2.7	2	-4	101	7	-15
21: C[C@H](NC(=O)Cc1cccc2ccccc12)C(=O)NCc1ccccc1
→ 2	-11	0.4	0.9	2	-5	109	-1	-8
22: CCN(CC)CCn1c(=S)[nH]c2cc(C(=O)NCc3ccccc3Cl)ccc2c1=O
→ 6	15	0.0	1.2	3	2	97	0	1
23: O=C(Nc1ccc(F)cc1)/C(Cl)=C/c1ccccc1
→ 3	-3	0.1	2.0	5	2	87	2	-1
24: O=C(CSc1nnnn1CCCO)Nc1ccc2c(c1)OCO2
→ 5	8	0.0	1.5	7	2	107	11	-3
25: CCN(Cc1ccccc1)C(=O)CSc1n[nH]c(N)n1
→ 6	0	0.0	2.9	4	0	106	-6	-2
26: O=S1(=O)N=C(N2CCN(Cc3ccc4c(c3)OCO4)CC2)c2ccccc21
→ 3	7	-0.1	1.2	4	-2	93	3	6
27: O=c1cc(-c2ccccc2)c2cc(Cl)c(O)c(CN3CCOCC3)c2o1
→ 11	-14	-0.2	0.5	5	-2	98	3	-13
28: O=C(c1ccc(=O)[nH]n1)N1CCN(S(=O)(=O)c2ccc(C(F)(F)F)cc2)CC1
→ -1	-8	0.0	nt	-1	nt	92	-4	nt
29: COc1ccccc1-c1cc2nc(C)c(CCC(=O)NCc3ccco3)c(C)n2n1
→ 1	-8	0.1	-1.3	0	3	99	7	0
30: CCN(CC)S(=O)(=O)c1ccc(N2CC(C(=O)NCc3cccnc3)CC2=O)cc1 (centres undefined)
→ 2	2	0.2	-0.1	5	0	97	-5	-5
31: FC(F)(F)c1cccc(OCCOCCn2cncn2)c1
→ 5	-4	-0.1	0.2	3	-1	111	5	5
32: Cn1c(=O)cc(OCC(=O)N2CCC(N3CCCCC3)CC2)c2ccccc21
→ 12	4	0.0	-1.5	6	0	97	7	-2
33: O=C(CSc1ccc(Cl)cc1Cl)N1CCC(c2nc3ccccc3s2)CC1
→ 9	8	0.1	-1.7	-6	-12	102	-9	-3
34: CC(=O)c1cnc2c(-c3ccc(Cl)cc3)cnn2c1C
→ 5	7	0.1	nt	1	-2	105	-1	3
35: COC(=O)C1=C(C)C(c2ccc(OC)cc2)NC(=S)N1 (centres undefined)
→ 8	6	0.2	1.4	-5	6	100	6	0
36: CC(C)(C)NC(=S)NC(=O)C12CCC3CC(CC(C3)C1)C2
→ 14	7	0.0	0.0	7	-1	79	0	11
37: Nc1cc(S(=O)(=O)N2CCCCC2)ccc1N1CCCCC1
→ -2	-18	0.1	nt	1	nt	82	5	nt
38: CCOC(=O)c1c(C)[nH]c(O)c1C=Nc1ccc(C(F)(F)F)cc1
→ 7	8	-0.1	-2.7	-2	11	91	37*	2
39: CCOC(=O)C1CCCN(C(=O)C2CCN(S(=O)(=O)c3c(C)noc3/C=C/c3ccccc3F)CC2)C1 (centres undefined)
→ 1	-14	0.6	2.0	7	1	109	6	-4
40: O=C(NCC(=O)N1CCN(S(=O)(=O)c2ccccc2F)CC1)c1ccc2c(c1)OCO2
→ 0	-9	-0.1	0.9	0	3	100	-1	-4
41: NC(=O)c1ccsc1NC(=O)CCS(=O)(=O)c1ccccc1
→ 0	9	-0.2	-1.2	1	-3	105	-13	-2
42: CC(=O)c1ccccc1C(=O)N(C)C1CCCN(Cc2ccccc2F)C1 (centres undefined)
→ 7	-19	0.2	1.3	6	-1	99	4	-4
43: COc1ccc(OC)c(NC(=O)NNC(=O)c2cc3occc3[nH]2)c1
→ 13	11	1.2*	-1.6	10	-1	97	1	-3
44: CCOC(=O)C1=C(C)NC(=O)NC1c1cc2c(cc1Br)OCO2 (centres undefined)
→ 3	-21	-0.2	-0.1	2	1	107	-6	3
45: Cc1ccc(-c2nc(CN(C)C)cc(CN(C)C)c2O)cc1
→ 0	15	-0.1	nt	2	0	114	12	2
46: Cc1ccc(N(CCC#N)C(=O)COC(=O)c2cc(C)oc2C)cc1
→ -3	1	0.0	nt	2	nt	81	4	nt
47: Fc1ccc(NC(=S)Nc2ccccc2Cl)cc1
→ 4	12	0.1	0.4	6	3	97	-6	1
48: O=C1c2cccc3cc([N+](=O)[O-])cc(c23)C(=O)N1c1nncs1
→ 14	-11	0.0	-1.4	16	3	105	12	-8
49: O=C1C2C(c3ccccc3)C=CC(c3ccccc3)C2C(=O)N1CCO (centres undefined)
→ 0	-8	-0.1	-0.2	-2	2	138	3	-1
50: O=C1OCCC1Sc1nnnn1-c1ccccc1 (centres undefined)
→ -2	-6	0.1	3.2	1	2	107	1	10
51: COc1ccc(CCNS(=O)(=O)c2c(C)[nH]c(C)c2C(=O)N2CCCCC2)cc1OC
→ -3	-12	0.2	0.3	-3	0	96	0	-10
52: CC(=O)NC1=NN(C(C)=O)C(c2ccc(C)cc2)S1 (centres undefined)
→ 4	7	0.0	-3.6	-1	-2	126	2	-5
53: COc1cccc(C2=NOC(C(=O)Nc3ccc4c(c3)OCO4)C2)c1 (centres undefined)
→ 0	-9	0.0	3.6	1	3	88	1	4
54: CN(C(=O)c1ccccc1C(=O)OCC(=O)Nc1cccc(Br)c1)c1ccccc1
→ 1	-2	0.1	nt	3	nt	115	3	nt
55: C(=N\c1nc2ccccc2n1Cc1ccccc1)/c1cccs1
→ 4	-13	0.0	1.6	6	1	105	-1	2
56: Cc1ccc(C(=O)CN2C(=O)NC3(CCCCCC3)C2=O)c(C)c1
→ -1	-5	-0.1	-0.1	4	-2	99	4	-9
57: CCc1nn(CC(=O)NCCCN2CCN(C)CC2)c(=O)c2cc3sccc3n12
→ 0	0	0.0	-4.4	-5	2	91	2	-18
58: O=C(c1ccc(CS(=O)(=O)c2c(Cl)cccc2Cl)o1)N1CCCC1
→ -4	-21	-0.2	0.6	3	-1	97	6	3
59: Cc1ccc(NC(=O)c2ccc(COc3ccc4c(c3)CCC4)cc2)c(C)c1
→ 4	-10	0.1	-0.3	1	-2	108	-1	7
60: Cc1ccc(C(=O)N/N=C/c2nc3ccccc3n2C)cc1
→ 1	4	-0.1	0.6	4	-5	117	4	11

# (continued)
# Below each SMILES – MCL1 BIM primary	ZTA counter	Efflux pump mplx	MEX-5 binding	BCLXL inh	Fam108B counter	Yeast superoxide	GLD-1 RNA inh	EBNA-1 inh
61: CN(C)S(=O)(=O)c1ccc(C(=O)OCc2ccc([N+](=O)[O-])cc2)cc1
→ -2	-15	0.1	3.0	3	2	110	2	-12
62: O=C(O)c1cccc(Nc2c3ccccc3nc3ccccc23)c1
→ -1	2	0.2	0.0	5	4	98	-3	-15
63: Cc1cccc(C)c1NC(=O)C(=O)NCCc1c[nH]c2ccccc12
→ -1	-3	0.1	-3.9	0	1	97	3	3
64: Cc1ccc(CN2C(=O)C(C)Nc3ncnc(N4CCOCC4)c32)cc1 (centres undefined)
→ -1	-2	-0.1	0.3	-2	-2	98	-4	4
65: Cc1ccc2nc(SCCC(=O)O)cc(C)c2c1
→ 4	4	-0.1	1.7	1	0	104	2	-1
66: CC1CC(C)CN(S(=O)(=O)c2ccc(C(=O)OCC(=O)NCCN3C(=O)CSC3=O)cc2)C1 (centres undefined)
→ -8	7	0.0	1.9	-7	-5	101	-1	0
67: CSc1ccc(C2=CC(=O)C[C@H](c3ccc4c(c3)OCO4)C2)cc1
→ -1	-6	0.0	nt	-3	nt	113	2	nt
68: Cc1ccnc(NS(=O)(=O)c2ccc(NC(=O)C3CCCCC3C(=O)O)cc2)n1 (centres undefined)
→ 0	7	-0.1	-2.0	9	5	112	0	1
69: Cc1cc(C)cc(NC(=O)c2ccc(NC(=O)C3C4CC5OC(=O)C3C5C4)cc2)c1 (centres undefined)
→ -4	-1	-0.1	-0.6	6	5	116	7	13
70: CCOc1ccccc1C1CC(c2ccc(Cl)cc2)Nc2nc(N)nn21 (centres undefined)
→ 9	-4	0.0	-1.2	9	0	92	0	-5
71: OC(c1ccccc1)C(CN1CCOCC1)c1ccccc1 (centres undefined)
→ 1	6	-0.2	-3.0	-2	1	106	1	-2
72: Cc1cc2oc3cc(NCCC4CCCN4C)ccc3c(=O)c2cc1C (centres undefined)
→ 2	-8	0.1	7.7	7	1	90	-6	2
73: O=C1Nc2ccccc2C(=O)N2C[C@@H](O)C[C@H]12
→ 0	-2	3.5	0.2	5	-6	110	-18	0
74: CN(CC(=O)Nc1ccc(Cl)c(C(F)(F)F)c1)C(=O)c1cccc(N2C(=O)CCC2=O)c1
→ -2	-13	-0.1	nt	2	nt	121	2	nt
75: Cc1occc1C(=O)Nc1cnn(CCCC(=O)O)c1
→ 5	4	0.1	-0.7	3	1	103	3	3
76: CCC(Oc1ccccc1)C(=O)OCC(=O)Nc1sccc1C(N)=O (centres undefined)
→ 0	0	-0.1	nt	4	nt	91	4	nt
77: C=CCNC(=O)C1COc2ccccc2O1 (centres undefined)
→ 0	5	0.1	-1.7	5	1	82	-7	-2

# Random draw from the library; 2.3% or so of the library scored in one or more.
